Screening results as filed in PubChem BioAssay.
Rat MKP-3 inhibitors: MKP-3 phosphatase inhibitors, primary screen, biochemical, rat enzyme, in vitro (AID 425) | Dual specificity protein phosphatase 6 (Rattus norvegicus) | recombinant MKP-3 phosphatase activity, fluorescence; higher % means a stronger effect | inhibition, % at 20 µM; hits with a dose series show IC50 in µM | 110,000 tested, 0.17% active; in the data active = inhibition above about 50%;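 also: plate controls were vehicle for no effect and reference inhibitor for full effect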
Hsp70 inhibitors: Hsp70 inhibitors, probe displacement, primary screen, biochemical, fluorescence polarization (AID 583); 140,000 tested, 0.06% active; displacement, % at 20 µM, or IC50 in µM where a hit was titrated; Hsp70 fluorescence polarization probe displacement, mP; higher % means a stronger effect; in the data active = displacement above about 50%;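 also: plate controls were vehicle for no effect and reference ligand for full effect; a part of the inactive calls stands beside numbers as strong as those of hits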
An asterisk follows results filed as active; . = no result given; & = joins results of further samples.

cpd	SMILES	Rat MKP-3 inhibitors	Hsp70 inhibitors
1	C=CCn1c(CNC(=O)CCC)nc2ccccc21	.	0.4%
2	CCOC(=O)Nc1ccc2c(C)cc(=O)oc2c1	-8.8%	3.9%
3	Clc1ccc(CSc2nnc(-c3ccc(Br)cc3)o2)c(Cl)c1	-5.2%	0.4%
4	Cc1ccc(N=C2NC(=O)CS2)c(C)c1	1.5%	-3.6%
5	Cc1ccc(N2NC(=O)/C(=C/c3ccc4c(c3)OCO4)C2=O)cc1C	1.1%	-7.2%
6	O=C(C1COc2ccccc2O1)N1CCn2c(nc3ccccc32)C1 (stereo not given)	-1.1%	-1.7%
7	O=C(CSc1nnc(-c2cccnc2)n1Cc1ccco1)c1ccc2ccccc2c1	-2.0%	-6.0%
8	Cc1ccc(N=Cc2nc(-c3ccco3)oc2O)cc1	-8.0%	1.2%
9	Cn1nc(-c2ccc(Cl)cc2)c2cc(C(=O)N3CCCC3)sc21	-0.7%	-5.8%
10	COC(=O)c1cc(=O)c2ccc(OC)cc2o1	0.4%	2.8%
11	COc1ccc(-c2cn3ccc(C)cc3n2)cc1Br	3.2%	-4.1%
12	COc1ccc(Cc2nnc(SC)[nH]c2=O)cc1OC	2.6%	5.3%
13	COC(=O)c1cnc2ccccc2n1	.	2.3%
14	CNC(=O)CSc1nc(N)c2c3c(sc2n1)CCC3	.	-2.6%
15	Cc1ccc2nc(-c3ccccc3)c(NC(=O)c3ccco3)n2c1	.	-4.2%
16	CCOc1ccccc1Oc1coc2cc(O)ccc2c1=O	1.6%	-1.4%
17	O=C(/C=C/c1ccco1)NCCCCNC(=O)/C=C/c1ccco1	9.4%	11.3%
18	CC[C@H]1OC(=O)C[C@@H](O)[C@H](C)[C@@H](O[C@@H]2O[C@H](C)C[C@H](N(C)C)[C@H]2O)[C@@H](CC=O)C[C@@H](C)C(=O)C=C[C@]2(C)O[C@H]2[C@@H]1C	2.4%	2.2%
19	O=C(c1ccc(-c2ccccc2)cc1)N1CCN(C(=O)c2cccs2)CC1	2.4%	-5.4%
20	O=C(CC1CCCCC1)OCn1nnc2ccccc2c1=O	2.9%	.
21	CNC(=O)OCc1ccc(-c2ccc(Cl)cc2)o1	2.9%	-7.5%
22	COc1cc(/C=N/NC(=O)CCc2c(C)n[nH]c2C)cc(OC)c1OC	.	1.8%
23	O=C1N=c2ccccc2=C1c1sc(N2CCCCC2)nc1O	3.7%	1.4%
24	Cc1ccccc1NC(=O)CCC(=O)N/N=C/c1cccnc1	-1.6%	-1.5%
25	CCc1ccc(OC)c(S(=O)(=O)NCCOc2ccccc2)c1	1.0%	6.5%
26	CCCC(=O)Nc1cc(C(F)(F)F)cc(C(F)(F)F)c1	3.2%	-8.0%
27	O=C(c1cc(F)c(F)cc1Cl)N1CCN(c2ccc([N+](=O)[O-])cc2C(F)(F)F)CC1	3.7%	1.1%
28	COc1ccc(Cl)cc1-n1c(=S)sc2c(=O)[nH]c(SCC(=O)NCC3CCCO3)nc21 (stereo not given)	-6.6%	3.5%
29	COc1ccc(S(=O)(=O)Cc2ccc(C(=O)NCc3ccc(F)cc3)o2)cc1	-13.0%	0.0%
30	O=C(NCc1ccco1)C(=O)Nc1ccccc1F	-0.1%	0.6%
31	COc1ccc(NC(=O)C(c2ccc(OC)cc2)N(C)C(=O)c2cnccn2)cc1 (stereo not given)	-2.1%	-2.3%
32	COC1CCCCC1N1CCN(C(=O)c2ccco2)CC1 (stereo not given)	1.6%	-0.4%
33	COCCn1c(CN2CCN(c3cccc(Cl)c3)CC2)nc2c1c(=O)n(C)c(=O)n2C	-7.7%	2.7%
34	Nc1nnc(SCC(=O)N2CCN(c3ccccc3)CC2)s1	-5.8%	4.5%
35	O=C(COc1ccc(I)cc1)N/N=C/c1ccc(-c2ccc([N+](=O)[O-])cc2)o1	3.8%	14.3%
36	Cc1ccc(-c2ccc(CCC(=O)O)o2)cc1	.	6.0%

Among those listed so far, these have fluorine:
cpd	SMILES	Rat MKP-3 inhibitors	Hsp70 inhibitors
26	CCCC(=O)Nc1cc(C(F)(F)F)cc(C(F)(F)F)c1	3.2%	-8.0%
27	O=C(c1cc(F)c(F)cc1Cl)N1CCN(c2ccc([N+](=O)[O-])cc2C(F)(F)F)CC1	3.7%	1.1%
29	COc1ccc(S(=O)(=O)Cc2ccc(C(=O)NCc3ccc(F)cc3)o2)cc1	-13.0%	0.0%
30	O=C(NCc1ccco1)C(=O)Nc1ccccc1F	-0.1%	0.6%

Following part
cpd	SMILES	Rat MKP-3 inhibitors	Hsp70 inhibitors
37	COc1cccc(CNCc2ccccc2OC)c1	-0.4%	3.4%
38	CCOc1ccc(/C=C(/C#N)C(=O)Nc2cccc(Br)c2)cc1OCC	2.4%	-1.8%
39	Cc1ccc2cc3c(NC(=O)c4cccnc4)nn(C)c3nc2c1	-7.2%	-1.1%
40	CCCc1cc(=O)[nH]c(SCC(=O)c2ccc(S(=O)(=O)N3CCCC3)cc2)n1	3.1%	-1.6%
41	CCOC(=O)C1=C(O)/C(=C/c2ccc(C)cc2)SC1=Nc1cccc(Cl)c1	0.7%	0.2%
42	Cn1c(CNC(=O)c2ccc(Cl)cc2)nnc1SCC(=O)Nc1sc2c(c1C#N)CCCC2	.	0.4%
43	O=C(c1nnc(-c2ccncc2)o1)c1ccccc1Cl	8.2%	1.6%
44	CC(=O)N1CCc2cc(S(=O)(=O)NCCCOC(C)C)ccc21	2.7%	.
45	CCCCn1c(N)c(N(CCC(C)C)C(=O)CSc2nnc(C)s2)c(=O)[nH]c1=O	3.5%	9.9%
46	Cc1ccccc1C(=O)NNC(=O)Cc1ccccc1	0.0%	2.4%&-2.2%
47	CCCCS(=O)(=O)Nc1ccc(Cc2ccncc2)cc1	5.1%	-2.1%
48	CN(C)c1oc(-c2ccccc2Cl)nc1C#N	2.8%	-5.5%

Reprinted at random: two records from the list.
cpd	SMILES	Rat MKP-3 inhibitors	Hsp70 inhibitors
10	COC(=O)c1cc(=O)c2ccc(OC)cc2o1	0.4%	2.8%
38	CCOc1ccc(/C=C(/C#N)C(=O)Nc2cccc(Br)c2)cc1OCC	2.4%	-1.8%

Remaining list, next part.
cpd	SMILES	Rat MKP-3 inhibitors	Hsp70 inhibitors
49	COc1ccccc1NC(=O)CCn1c(=O)sc2ccccc21	.	-1.1%
50	COc1ccc2c(c1OC)C(=O)OC2Nc1ccc(NC(C)=O)cc1 (stereo not given)	1.9%	2.0%
51	COc1ccc(NS(=O)(=O)c2ccc(NS(C)(=O)=O)cc2)cc1	-7.5%	3.0%
52	O=C(Nc1ccc(Cl)cc1)C1CC(=O)N(c2ccc(Br)cc2)C1 (stereo not given)	3.6%	-0.9%
53	N#C/C(=C\c1c(N2CCOCC2)nc2ccccn2c1=O)S(=O)(=O)c1ccccc1	2.5%	1.0%
54	COc1ccc(N2CCN(c3nc(Cl)nc(N4CCOCC4)n3)CC2)cc1	.	9.2%
55	CC(C)(C)c1ccccc1OCC(=O)Nc1ncc(S(=O)(=O)c2ccc([N+](=O)[O-])cc2)s1	0.6%	-1.8%
56	O=C(CSc1nc2ccccc2[nH]1)N/N=C/c1ccccc1F	2.4%	2.0%
57	CCOc1ccccc1C(=O)NCC(=O)OCC(=O)c1ccc2c(c1)OCCO2	0.4%	-3.8%
58	Cc1cc(=O)[nH]nc1-c1ccc(Cl)c([N+](=O)[O-])c1	2.8%	-2.0%
59	Cc1ccc(/C(N)=N/OC(=O)CCc2ccccc2)cc1	3.4%	1.3%
60	Cc1nonc1NCn1nnc2ccccc21	.	-4.0%
61	NC(=O)c1cc(NC(=O)c2cccs2)c(Cl)cc1Cl	-0.4%	0.1%
62	CCNC(=O)CSc1nnc(C2CC2)n1-c1ccccc1	.	4.6%
63	COC(=O)c1cc(Br)c(=O)n(-c2ccccn2)c1	-3.3%	-2.8%
64	CCOc1ccccc1C(=O)N(CCC(=O)OC)c1ccccn1	-5.0%	2.7%
65	C=CCc1c(C)nc(SC)nc1Nc1ccc(C)cc1	.	3.9%
66	COCCNC(=O)CN(Cc1ccc(Cl)cc1)S(C)(=O)=O	.	-2.2%
67	CS(=O)(=O)N(CC(=O)O)c1cccc(C(F)(F)F)c1	-2.9%	7.3%
68	CCNS(=O)(=O)c1ccc(NC(=O)c2cccnc2)cc1	4.4%	2.6%
69	COc1cc(/C=C2\SC(N)=NC2=O)cc(I)c1OCc1ccc(Cl)cc1Cl	4.5%	-3.2%
70	O=S(=O)(c1cccc(S(=O)(=O)N2CCC(n3nnc4ccccc43)CC2)c1)N1CCCCC1	1.1%	-5.2%
71	COc1ccccc1C(=O)Nc1ccc2c(c1)nc(CCNC(C)=O)n2C	-18.5%	-3.0%
72	COCCCNC(=O)c1cc(C)nc2ccc(F)cc12	-6.4%	-5.2%

(cont.)
no.	Molecule	Rat MKP-3 inhibitors	Hsp70 inhibitors
73	CN1C(=O)CC(N2CCN(CCN=CC3=C(O)CC(C)(C)CC3=O)CC2)C1=O (stereo not given)	-5.5%	2.6%
74	CC(=O)OC1c2ccccc2C(=O)N1Cc1ccccc1Cl (stereo not given)	-6.3%	.
75	CC1(C)CC(=O)C(C=Nc2ccccc2Sc2ccccc2)=C(O)C1	.	0.1%
76	O=C(Nc1ccc2c(c1)OCO2)N1CCN(c2ccccc2Cl)CC1	.	-0.7%
77	Cc1cccc(N2CCN(C(=O)c3ccc(CS(=O)(=O)c4ccccc4C)o3)CC2C)c1 (stereo not given)	-4.8%	0.8%
78	CC(C)c1nnc(NC(=O)CC(=O)Nc2ccccc2C(=O)O)s1	2.9%	2.3%
79	Cc1cc(OCc2nc(-c3ccccc3)no2)cc(C)c1Cl	-2.3%	3.7%
80	O=c1c2ccccc2nc2n1CCCCN2	-2.9%	-1.5%
81	Cc1cc(NC(=O)CCC(=O)N(c2ccc(F)cc2)C(C(=O)NC2CCCC2)c2ccncc2)no1 (stereo not given)	-7.1%	.
82	COc1ccc(CN2CCN(Cc3cc(Br)ccc3O)CC2)c(OC)c1	1.8%	-2.7%
83	COCCNC(=O)c1cc2ncc(Br)cn2n1	.	5.6%
84	CC1CSc2nc3sc4c(c3c(=O)n21)CCCC4 (stereo not given)	2.9%	-1.8%&-3.3%
85	O=C(O)c1ccc(C(=O)Nc2ccccc2Oc2ccccc2)c(C(=O)O)c1	-5.3%	2.5%
86	O=C(O)CCc1ccc(-c2ccc(Cl)cc2)n1CC(=O)O	4.3%	-0.6%
87	Cc1cc(C)n(-c2ccc(C(=O)C(C#N)c3nc4ccccc4n3C)cc2)n1 (stereo not given)	-10.6%	-4.5%
88	COc1ccc(S(=O)(=O)N2CCCC2)c(C)c1C	0.4%	3.1%
89	COc1nc(NCC(C)C)nc(Oc2ccc(OCc3ccccc3)nn2)n1	-12.0%	-3.1%
90	CC1=CC(c2ccc(Cl)cc2)n2nc(N3C(=O)CCC3=O)nc2N1 (stereo not given)	.	-2.8%
91	CN(C(=O)c1cc2n(n1)C(C(F)(F)F)CC(c1ccco1)N2)c1ccccc1 (stereo not given)	-10.0%	0.5%
92	N#CCCN1CCN(c2cc(N3CCOCC3)c(F)cc2[N+](=O)[O-])CC1	2.3%	-6.8%
93	CCn1c(SCC(=O)Nc2nccs2)nnc1-c1cc2cccc(OC)c2o1	-2.3%	-1.2%
94	C=CCn1c(N)c(C(=O)NCCC2=CCCCC2)sc1=S	0.5%	0.6%
95	COCCNC(=O)c1cc(-c2cccc(OC)c2)on1	1.9%	11.0%
96	CC(=O)c1ccc(CCCC(=O)O)cc1	-6.7%	4.7%
97	CCOC(=O)c1c(CN(CCO)CCO)n(C)c2c1cc(OC(C)=O)c1c2c(-c2ccccc2)nn1-c1ccccc1	-1.8%	2.2%
98	Cc1cc(C)nc(N2CCN(c3ncnc4c3cnn4-c3ccccc3)CC2)n1	-0.4%	-3.2%
99	COc1ccccc1-n1c(SCC(N)=O)nc2c(c1=O)SCC2	-7.4%	2.6%
100	CCOc1ccc(N2CCCCn3c2nc2c3c(=O)[nH]c(=O)n2C)cc1	-1.5%	4.2%
101	CC1(C)Cc2c(ccc3ccccc23)C(=O)N1	-5.1%	4.8%&0.4%
102	Cc1cc(-c2nsc(=O)o2)c(S(C)(=O)=O)s1	2.6%	0.2%
103	CC(C)(C)C(=O)Nc1cc2nn(-c3ccccc3)nc2cc1Cl	.	-1.7%
104	CCN(CC)C(=O)c1n[nH]c(=O)c2ccccc12	-3.5%	1.0%
105	CCCn1c(NCc2cccs2)nc2ccccc21	-9.8%	-3.3%
106	O=C(Nc1ccccc1O)c1ccc(-c2ccc(Cl)cc2Cl)o1	2.6%	-7.5%
107	COc1cccc(/C=C2/SC(=S)N(CC(=O)O)C2=O)c1O	2.3%	3.8%
108	Cc1ccc2c(c1)C1(C(=O)N2C)N2CC3(C)CN1CC(C)(C2)C3=O (stereo not given)	-5.8%	9.7%
109	C=CCn1c(N)c(C(=O)NCc2ccco2)sc1=S	2.5%	-1.7%
110	COc1ccc(CNCC(O)COCc2cccs2)cc1 (stereo not given)	5.7%	7.2%
111	NC[C@@]12CCCC1C1CCC2C1 (stereo not given in full)	0.1%	-0.4%
112	O=C1NN(c2cccc(Cl)c2)C(=O)/C1=C\c1ccc(F)cc1	3.9%	-0.1%
113	O=C(NC1CC1)c1ccc(CSCc2cccc(F)c2)o1	5.0%	0.7%
114	COCCN1CCn2c(nc3cc(NC(=O)c4cccs4)ccc32)C1	.	4.4%
115	O=C(Nc1ccc(-c2nnc(-c3ccccc3)o2)cc1)c1ccc(Br)o1	2.2%	3.7%
116	COC(=O)c1sccc1NC(=O)c1csc2c1CCCC2	-16.0%	2.0%
117	Cc1ccc(C(=O)CN(C(=O)c2ccc(Cl)c(Cl)c2)N2C(=O)C3CCCCC3C2=O)cc1 (stereo not given)	.	-5.5%
118	Cc1cccc(Cc2cnc(NC(=O)CCN3C(=O)/C(=C/c4ccccc4Cl)SC3=S)s2)c1	-0.8%	-1.6%
119	Cc1cc(C)n(CC(=O)O)n1	1.7%	-1.4%
120	COc1ccc(OC)c(NC(=O)CN(c2ccc(C(C)C)cc2)S(=O)(=O)c2ccccc2)c1	2.3%	-4.3%
121	CC(C)C(=O)Nc1cc2c(cc1C(=O)c1ccccc1)OCCO2	0.1%	-3.8%

These rows are one share of the data (hit frequency here may not be typical).
